IP6K1 inh: Primary qHTS assay for small molecule inhibitors of Inositol hexaphosphate kinase 1 (IP6K1); IP6K1 kinase, ADP-Glo luminescence, 2 h; hits give low values; AID 1645851, 2021; hit rate 0.81% among 140,000; activity change, % (series mostly up to about 58 µM); Inositol hexakisphosphate kinase 1 (Homo sapiens), Q92551; in the data active = activity change below about -25%
Target sequence (Q92551 whole entry, looked up): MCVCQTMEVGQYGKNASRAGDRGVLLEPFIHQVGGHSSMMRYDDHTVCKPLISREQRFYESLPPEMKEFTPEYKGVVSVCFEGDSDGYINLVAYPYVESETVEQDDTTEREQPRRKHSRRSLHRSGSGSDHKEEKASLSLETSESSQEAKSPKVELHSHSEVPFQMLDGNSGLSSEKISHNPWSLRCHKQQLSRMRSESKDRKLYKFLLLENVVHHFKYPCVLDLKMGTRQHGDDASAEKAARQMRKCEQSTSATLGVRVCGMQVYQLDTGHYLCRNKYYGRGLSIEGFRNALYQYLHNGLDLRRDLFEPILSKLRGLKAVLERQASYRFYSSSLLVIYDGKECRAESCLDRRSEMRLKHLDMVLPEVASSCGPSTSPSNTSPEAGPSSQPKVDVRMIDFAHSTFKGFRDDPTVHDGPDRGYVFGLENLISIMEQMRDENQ
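ADP-Glo luminescence measures ADP made by human IP6K1 during a 2 h RT reaction with ATP/IP6 (mix at 1.3 mM/130 uM); top library doses 57.5 and 19.1 uM final.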
3T3 cytotox: Cytotoxic Profiling in NIH 3T3 Cell Line of Diverse Libraries Using Quantitative High-Throughput Screening; NIH 3T3 viability, CellTiter-Glo ATP luminescence, 48-72 h; Potency, µM (top dose mostly 96.7 µM), for the others: top-dose activity change, negative = cytotoxicity, most hits filed as inhibitors; hit rate 4.3% among 94,000; AID 1345082, 2018; note: potency is the fitted concentration of half-maximal effect; nearly all actives have a fitted effect of over 55% in size
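ATP-dependent luminescence (CellTiter-Glo) served as the viability signal for NIH 3T3 cells treated with compound for 48 or 72 hr at 37 °C.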
GPT2 inh: Primary qHTS assay for inhibitors of Glutamate pyruvate transaminase 2 (GPT2). Alanine aminotransferase 2 (Homo sapiens), Q8TD30. Recombinant GPT2, coupled pyruvate oxidase/HRP Amplex Red fluorescence. Potency, µM (titrated, usually from 57.7 µM), for the others: top-dose activity change, negative = inhibition, hits mostly inhibitors. hit rate 0.25% among 100,000; note: potency is the fitted concentration of half-maximal effect; nearly all actives have a fitted effect of over 60% in size; many of its hits are not listed in these tables
Target sequence (Q8TD30 whole entry, looked up): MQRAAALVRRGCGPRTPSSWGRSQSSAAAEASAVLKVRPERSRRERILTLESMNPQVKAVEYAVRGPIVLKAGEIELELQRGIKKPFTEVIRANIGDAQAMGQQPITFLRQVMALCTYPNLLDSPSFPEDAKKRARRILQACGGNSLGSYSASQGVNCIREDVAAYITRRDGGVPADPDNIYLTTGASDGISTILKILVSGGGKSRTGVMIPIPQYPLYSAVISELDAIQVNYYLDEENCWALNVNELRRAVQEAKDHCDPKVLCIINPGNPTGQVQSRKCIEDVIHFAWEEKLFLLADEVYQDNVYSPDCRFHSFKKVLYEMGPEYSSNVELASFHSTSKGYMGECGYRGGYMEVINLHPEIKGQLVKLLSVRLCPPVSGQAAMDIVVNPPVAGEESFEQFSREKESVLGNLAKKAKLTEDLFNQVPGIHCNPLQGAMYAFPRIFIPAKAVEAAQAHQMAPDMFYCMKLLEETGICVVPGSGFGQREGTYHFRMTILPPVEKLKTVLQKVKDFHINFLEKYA
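Fluorescence of coupled pyruvate oxidase/HRP/Amplex Red system (50uM Amplex, 30 min, dark) reports pyruvate formed by GPT2. Enzyme reaction: 10ng/uL GPT2, 2mM L-alanine, 250uM a-KG, 30 min room temperature, pH 7.5; 50uM AOA control.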
FLuc inh: Firefly luciferase inhibition profiling of diverse chemical library using quantitative high-throughput screening | Luciferin 4-monooxygenase (Photinus pyralis), P08659 | purified P. pyralis luciferase, luminescence, biochemical | Potency, µM (top dose mostly 115 µM), inactives show at the highest dose activity change, negative = inhibition, actives largely listed as inhibitors | hit rate 2.5% among 76,000; note: potency is the fitted concentration of half-maximal effect; nearly all actives have a fitted effect of over 65% in size
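Luminescence read by CCD imager after adding enzyme (10nM final) to wells holding compound, titrated in qHTS. Substrates 10uM each D-luciferin and ATP; buffer 50mM Tris acetate pH 7.5, 10mM Mg acetate, Tween-20, BSA.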
HEK293 tox: Cytotoxic Profiling in HEK 293 Cell Line of Diverse Libraries Using Quantitative High-Throughput Screening; HEK 293 viability, ATP luminescence (CellTiter-Glo), 48-72 h; Potency, µM (highest dose often 115 µM), for the others: at the highest dose activity change, negative = cytotoxicity, actives largely listed as inhibitors; hit rate 6.6% among 94,000; AID 1345083, 2018; note: potency is the fitted concentration of half-maximal effect; nearly all actives have a fitted effect of over 60% in size
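250 HEK 293 cells/well; compound by pintool; incubated 48 or 72 hr at 37 degree Celsius; CellTiter-Glo added, 10 min RT, luminescence imaged.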
HEK293 viab: GF-AFC viability counterscreen for inhibitors of alpha-synuclein gene (SNCA) expression; HEK-293-SNCA-luc viability, GF-AFC fluorescence, 24 h; hit rate 0.12% among 150,000; Potency, µM (highest dose often 57.1 µM), for inactives: at the highest dose activity change, negative = cytotoxicity, actives largely listed as cytotoxic;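 note: potency is the fitted concentration of half-maximal effect; 0% = DMSO-treated cells and -100% = medium-only wells without cells; nearly all actives have a fitted effect of over 30% in size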
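HEK-293-SNCA-luc cells (1500/well) plated 24 h, then exposed 24 h to a dilution series; GF-AFC added 30 min at 37C, fluorescence 405/540 nm; normalised to medium-only and DMSO wells, Hill fit.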
SNCA expr inh: Primary qHTS assay for inhibitors of alpha-synuclein gene (SNCA) expression. HEK-293 SNCA-luciferase knock-in, luminescence, 24 h. hit rate 0.17% among 140,000. Potency, µM (top dose mostly 57.2 µM), without a hit: at the top dose activity change, negative = inhibition, actives largely listed as inhibitors;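 note: potency is the fitted concentration of half-maximal effect; plate controls were DMSO cells for no effect and cell-free wells for full effect; nearly all actives have a fitted effect of over 45% in size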
An asterisk follows results filed as active; i = inactive; ? = inconclusive; / = not tested or not shown; [ ] = dose if it differs, or a comment. Unless noted, calls come from the whole dose curve; as a rule, active = well fitted curve in the direction sought with a large enough effect; inconclusive = small, poorly fitted or top-dose-only effect, or another doubt; inactive = no such curve, though single readings can be large; an effect the other way counts as inactive or inconclusive. Unless noted, % is set by controls: 0 for no effect and ±100 for the full control effect.

The opening 3 compounds, ahead of the listing:
SMILES	HEK293 tox	SNCA expr inh	GPT2 inh	3T3 cytotox	FLuc inh	HEK293 viab	IP6K1 inh
Cc1cccc(NC(=O)CN2C(=O)NC3(CCC(C)CC3)C2=O)c1C (stereo not given)	?	4%	3%	?	0%	-7%	-13
COc1cccc(N2CCN(C(=O)CCc3conc3-c3ccccc3)CC2)c1	?	-5%	i	?	-8%	-20%	13
O=C(OC1C[C@H]2CC[C@@H](C1)[N+]21CCCC1)C(O)(c1ccccc1)c1ccccc1 (stereo not given in full)	/	-2%	1%	/	/	11%	17

All compounds of this part, from the first entry:
SMILES	HEK293 tox	SNCA expr inh	GPT2 inh	3T3 cytotox	FLuc inh	HEK293 viab	IP6K1 inh
Cc1cccc(NC(=O)CN2C(=O)NC3(CCC(C)CC3)C2=O)c1C (stereo not given)	?	4%	3%	?	0%	-7%	-13
COc1cccc(N2CCN(C(=O)CCc3conc3-c3ccccc3)CC2)c1	?	-5%	i	?	-8%	-20%	13
O=C(OC1C[C@H]2CC[C@@H](C1)[N+]21CCCC1)C(O)(c1ccccc1)c1ccccc1 (stereo not given in full)	/	-2%	1%	/	/	11%	17
COc1ccc(-c2cc(C(=O)Nc3c(C(=O)c4ccc(C)c(F)c4)oc4ccccc34)no2)cc1	/	31%[activator]	/	/	/	14%	31
CCS(=O)(=O)c1c(Nc2ccc(F)c(Cl)c2)sc(C(=O)c2ccccc2)c1N	/	8%	/	/	/	-1%	22
Cc1nc(N2CCC(NC(=O)c3cnccn3)CC2)cc(C(F)(F)F)n1	1%	-18%	i	-1%	0%	-3%	11
CCC(C)N1CCN(C(=O)CCc2ccc3c(c2)CN(C(=O)NC(C)C)CCO3)CC1 (stereo not given)	-4%	12%	1%	1%	0%	4%[12.5 µM]	4
COc1ccccc1C(=O)Nc1cccc(OCc2cc(=O)n3c(C)csc3n2)c1	/	28%	/	/	/	10%	-8
O=C1Nc2ccc(-c3ccccc3)cc2C(=O)N2CCN(C(=O)NC3CCCCC3)C[C@H]12	?	-5%[87.6 µM]	-5%[88.5 µM]	-30%[174 µM]	9%[172 µM]	1%[87.6 µM]	6
COc1ccc(CNC(=O)C[C@@H]2CCNC[C@@H]2Cc2cc(-c3ccccc3)on2)cc1OC	-9%	9%	-4%	-22%	9%	4%	8
CCOc1ccc(NC(=O)CCn2ccn3nc4c(c3c2=O)CCCC4)cc1	-13%	-7%	i	-6%	-6%	-12%	-7
Cc1cn2nc(C(=O)NC(C)c3ccccc3)cc2c(N2CCSCC2)n1 (stereo not given)	?	-13%	i	?	-4%	7%	-3
CCOC(=O)c1ccc(N2C(=O)c3[nH]nc(-c4ccc(OCC)cc4)c3C2c2cccs2)cc1 (stereo not given)	/	?	/	/	/	-26%	19
O=C(NC[C@H]1O[C@@H](CC(=O)N2CCN(c3ccc(F)cc3)CC2)[C@H](O)[C@@H]1O)C1CC1	-16%[172 µM]	8%[87.6 µM]	-11%[88.5 µM]	-22%[174 µM]	-3%[172 µM]	8%[87.6 µM]	-3
O=C(Nc1ccc(Cl)cc1C(F)(F)F)c1cc(S(=O)(=O)NCc2ccccc2)ccc1F	/	9%	/	/	/	6%	-6
CC(C)N1CCC(C(=O)NC(CCn2ccnc2)c2ccccc2)CC1 (stereo not given)	-13%	-16%	2%	-4%	0%	7%	-8
O=C1NCCCCCN(C(=O)CC2CCCCC2)[C@H]2CCCC[C@@H]12	-28%	0%	4%	-15%	5%	-3%	-3
COc1ccc(-c2ccnc(N[C@H]3CO[C@H]4[C@@H]3OC[C@@H]4NC(=O)Nc3cccc(C(F)(F)F)c3)n2)cc1	40µM*	-20%	-6%	40µM*	3%	0%	-13
COc1ccc(CNC(=O)Cn2nc(C)c3nn(-c4ccc(Cl)cc4)c(C)c3c2=O)cc1	/	?	/	/	/	-14%	3
O=C(CSc1nc(-c2ccccc2)no1)N1CCN(c2ccccc2F)CC1	/	?	/	/	/	-5%	26

New compounds follow
SMILES	HEK293 tox	SNCA expr inh	GPT2 inh	3T3 cytotox	FLuc inh	HEK293 viab	IP6K1 inh
CN(Cc1ccccc1)C1CCOC2(CCN(S(=O)(=O)c3ccc(F)cc3)CC2)C1 (stereo not given)	?	3%	i	?	8%	-4%	0
COc1ccccc1CNC(=O)c1ccc2c(c1)sc1nc(-c3ccc(F)cc3)cn12	/	57%[activator]	/	/	/	6%	-4
CC(C)c1nnc(NC(=O)C2CC(=O)N(c3n[nH]c4cccc(F)c34)C2)s1 (stereo not given)	7%	14%	?	?	-9%	9%	19
N#Cc1ccccc1S(=O)(=O)N1CCC(Oc2ccc(-n3cnnn3)cc2)CC1	/	1%	/	/	/	9%	3
NS(=O)(=O)c1ccc(NC(=O)CSc2ccc3ccccc3n2)cc1	/	42%[activator]	/	/	/	-18%	6
C[C@H]1[C@@H]2[C@@H](O)C([C@H](C)C(=O)NCc3cccs3)CC[C@@]2(C)CC[C@@H]1NC(=O)Cc1ccccc1 (stereo not given in full)	?	-19%	i	?	2%	-13%	24
COc1ccc(CN2C(=O)CO[C@H](c3ccc(NC(=O)c4cccs4)cc3)[C@H]2CO)cc1	-18%	-5%	i	?	-8%	15%	8
COc1ccc(C)cc1NC(=O)c1nnn(Cc2cccc(Br)c2)c1N	/	-19%	/	/	/	-29%	26
CCN1CCN(C(=O)c2ccc3c(c2)N(Cc2ccccc2)C(=O)c2ccccc2S3=O)CC1 (stereo not given)	/	16%	/	/	/	-13%	25
Cc1cccc(N2CCN(C(=O)CCc3conc3-c3ccccc3)CC2)c1C	45µM*	-24%	-14%	?	-3%	2%	7
Cc1ccsc1CN1CC(Oc2ccccc2C(=O)NC2CC2)C1	?	-20%	-5%	-5%	4%	1%	-11
CNC(=O)c1cccc(-c2cnc(Nc3cccnc3OC)c3c2CCO3)c1	28µM*	2%[87.6 µM]	i	45µM*	3.5µM*	?	-5
CCc1ccc(CNC(=O)c2cc3n(n2)CC(c2ccc4c(c2)OCO4)OC3)cc1 (stereo not given)	?	-4%	?	?	-14%	9%	-2
O=C(Nc1ccccc1Cl)c1cc2c(-c3ccccc3)nn(-c3ccccc3)c2s1	/	22%	/	/	/	3%	11
CC(C)[C@H](O)C(=O)N[C@@H](C)C(=O)N[C@@H]1C(=O)N(C)CCc2ccccc21	/	-7%	-11%	/	/	-1%	/
Cc1noc(-c2nc(-c3ccncc3)no2)n1	-4%	24%	i	i	5%	4%	1
COc1ccc(OC)c(NC(=O)CN(C)S(=O)(=O)c2ccc3[nH]c4c(c3c2)CCCC4)c1	/	?	/	/	/	5%	11
CCN(CC)C(=O)[C@@H]1CCC[C@@H](NCc2ccc(F)cc2)CN(C)C(=O)C1	3%[172 µM]	-12%[87.6 µM]	i	2%[138 µM]	-5%[172 µM]	2%[87.6 µM]	2
CC(C)N1CC[C@H](c2nc3ccc(C(F)(F)F)cc3[nH]2)C1	?	132%[activator][87.6 µM]	-2%[88.5 µM]	-25%[174 µM]	22µM*	1%[87.6 µM]	5
Cc1cc(C(=O)N2CCCC(C(=O)Nc3cccc(-c4cc5ccccc5[nH]4)c3)C2)nn1C (stereo not given)	32µM*	?	i	?	?	?	11

Next section
SMILES	HEK293 tox	SNCA expr inh	GPT2 inh	3T3 cytotox	FLuc inh	HEK293 viab	IP6K1 inh
COC(=O)CCN(c1ccccc1)S(=O)(=O)c1cc(-c2cc(C)no2)ccc1OC	/	20%	/	/	/	-5%	10
COc1ccc(S(=O)(=O)n2nc(C)c(S(=O)(=O)N3CCCCC3)c2C)cc1	/	-13%	/	/	/	-15%	2
COC(=O)[C@H](NC(=O)[C@@H]1[C@@H](NC(=O)Nc2ccc(F)cc2F)CCN1C(=O)CSC)C(C)C	4%	-10%	-6%	1%	2%	-6%	-5
N[C@@H](CC(=O)O)C(=O)O	/	45%[activator]	4%	/	/	7%	/
COC(=O)[C@@H]1Cc2c([nH]c3ccccc23)[C@H]2C[C@@H](NC(C)C)C[C@@H](c3ccc(C)cc3)N21	35µM*	-25%[87.6 µM]	i	40µM*	-16%[172 µM]	-26%[87.6 µM]	0
COC(=O)[C@H](NC(=O)[C@@H]1C[C@H](NC(=O)NC2CCCCC2)CN1C(=O)CSC)C(C)C	-2%	10%	i	i	-3%	0%	-3
N#Cc1cccc(NC(=O)Cn2nc3n(c2=O)CCCC3)c1	16%	4%	i	-10%	-4%	1%	-4
COc1ccccc1CCNC(=O)C(=O)NCC(c1ccco1)S(=O)(=O)c1cccs1 (stereo not given)	/	4%	/	/	/	-4%	1
Cc1nc(CC2CCN(C(=O)CCc3cc4n(n3)CCCNC4)CC2)no1	1%	-2%	i	3%	0%	-3%	11
Cc1ccc(-c2ccc(=O)n(C(C)C(=O)Nc3ccccc3Cl)n2)cc1C (stereo not given)	/	-11%	/	/	/	-14%	-7
CCN1CCN(C(=O)C2CCCN(Cc3ccncc3)CCC(=O)NCC2)CC1 (stereo not given)	0%	18%	i	-19%	11%	2%	11
O=C(c1ccc2[nH]ccc2c1)N1CCN(c2cc(-c3ccccc3)[nH]n2)CC1	?	0%	-5%	?	1%	-6%	-9
COc1ccc(N(CC(=O)NCCc2ccccc2)S(=O)(=O)c2ccc(OC)c(OC)c2)cc1	/	16%	/	/	/	-14%	6
Cc1nn2c(c1-c1ccccc1Oc1ccccc1)N(C(=O)c1cnccn1)CCC2	i	9%[87.6 µM]	i	?	3%[172 µM]	-1%[87.6 µM]	20
O=C(NCCCc1ccccc1)C1(CCO)CCN(c2ncccn2)C1 (stereo not given)	-27%	-9%	4%	-13%	-4%	3%	18
C[S+](=O)([O-])N1CC2(Cc3ccccc31)CN(C(=O)Nc1ccccc1)C2	?	11%	4%	-11%	/	-4%	3
Cc1ccc(C(=O)N2CCC3(CC2)NC(=O)N(c2cccc(F)c2)N3)cc1	?	-3%	?	?	1%	-9%	-8
CCN(CC)C(=O)N1CCCCC1c1nc(CCOc2ccc(F)cc2)no1 (stereo not given)	?	0%	i	?	/	1%	-4
COc1ccc(-c2ccc(C(=O)N3CCN(C(=O)C4CC4)CC3)cc2)nn1	-14%	/	/	-28%	/	/	0
CCOc1ccccc1C(=O)N1CCN(C2CCN(C)C2=O)CC1 (stereo not given)	-1%	-12%	2%	-6%	5%	4%	2

High-throughput results deposited in PubChem by National Center for Advancing Translational Sciences (NCATS).

A portion of the library; rates above refer to the full screens.
